From PubChem BioAssay
FLuc inh counter: counter-screen for luciferase assay inhibitors: firefly luciferase inhibition | P08659 | ATPLite firefly luciferase biochemical luminescence, 10 min | inhibition, % at 10 µM | actives 1.5% (n = 200,000) | AID 1006;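 active = inhibition above about 50% when tested at 10 µM, limit read from the data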
Target sequence (P08659 whole entry, looked up): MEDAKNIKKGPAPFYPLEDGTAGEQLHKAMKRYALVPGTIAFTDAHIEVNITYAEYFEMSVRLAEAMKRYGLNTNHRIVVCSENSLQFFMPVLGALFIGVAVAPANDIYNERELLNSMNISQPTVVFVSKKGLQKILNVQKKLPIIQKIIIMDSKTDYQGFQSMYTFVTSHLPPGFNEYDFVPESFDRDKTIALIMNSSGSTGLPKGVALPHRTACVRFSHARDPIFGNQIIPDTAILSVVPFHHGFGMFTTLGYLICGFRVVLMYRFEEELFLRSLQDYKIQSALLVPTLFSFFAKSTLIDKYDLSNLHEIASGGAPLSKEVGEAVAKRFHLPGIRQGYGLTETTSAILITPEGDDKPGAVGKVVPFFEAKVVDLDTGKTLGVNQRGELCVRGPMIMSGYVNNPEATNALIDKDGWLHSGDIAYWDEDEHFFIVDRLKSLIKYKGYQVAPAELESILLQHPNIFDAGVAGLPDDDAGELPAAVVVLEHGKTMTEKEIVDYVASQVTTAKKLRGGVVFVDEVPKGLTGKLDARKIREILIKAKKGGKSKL
TNAP act hi DEA: TNAP (human) activation, high acceptor | P05186 | purified TNAP, CDP-star luminescence, 1 M DEA, 30 min; hits give high values; 0 = EDTA background, 1 = DMSO-only activity | activation factor at 20 µM | 200,000 tested, under 10 active | AID 1136;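 active = activation factor at least 2 at 20 µM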
Target sequence (P05186 whole entry, looked up): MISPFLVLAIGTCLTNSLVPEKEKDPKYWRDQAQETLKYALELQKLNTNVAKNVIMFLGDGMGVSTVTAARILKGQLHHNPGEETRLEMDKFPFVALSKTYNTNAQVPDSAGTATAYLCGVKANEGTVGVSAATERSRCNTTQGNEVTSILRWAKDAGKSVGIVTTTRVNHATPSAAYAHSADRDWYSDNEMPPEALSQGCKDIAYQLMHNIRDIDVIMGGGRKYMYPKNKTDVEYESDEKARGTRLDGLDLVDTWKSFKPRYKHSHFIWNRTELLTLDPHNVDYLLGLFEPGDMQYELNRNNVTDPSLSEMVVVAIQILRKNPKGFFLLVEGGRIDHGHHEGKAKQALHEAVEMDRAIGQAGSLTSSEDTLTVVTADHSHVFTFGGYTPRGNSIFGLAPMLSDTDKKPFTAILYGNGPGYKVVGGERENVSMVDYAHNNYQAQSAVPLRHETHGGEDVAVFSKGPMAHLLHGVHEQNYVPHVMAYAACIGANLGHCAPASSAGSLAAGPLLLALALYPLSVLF
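system = human TNAP | amount = enzyme diluted 1/800 final | reagent = 100 µM CDP-star substrate | signal = luminescent substrate turnover signal | dosing = one dose, 20 µM | benchmarks = EDTA negative control, DMSO positive control | measure = activation factor | timing = 30 min reaction, room temperature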
APP transl inh: APP translation inhibition; SH-SY5Y APP 5'UTR-luciferase reporter, luminescence; AID 1285; actives 0.82% (n = 190,000); inhibition, % at 2 µM;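 active = inhibition above a set limit, derived from the sample mean plus 3 SD, cut at about 45% in these data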; also: values of inactives mirror those of a sister screen read the other way
TNAP inh noacc: blocks human TNAP activity with no phosphate acceptor present; P05186; purified TNAP, CDP-star luminescence, 30 min; inhibition, % at 20 µM; actives 0.26% (n = 200,000); AID 1012;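 active = tissue-nonspecific alkaline phosphatase inhibition above about 50% at 20 µM in the single-dose screen, limit read from the data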;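 also: 0% = DMSO negative control and 100% = EDTA positive control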
FLuc act counter: affects firefly luciferase, flagging false hits in luciferase stimulation screens; P08659; ATPlite luciferase biochemical, luminescence, 10 min; 0 = ATP-free wells, 1 = DMSO control; activation factor at 10 µM; 200,000 tested, under 10 active;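 active = luciferase activation factor, scaled between plate controls, of at least 2 with compound at 10 µM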
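assay system = Luciferase/luciferin detection reagent, cell-free biochemical luciferase assay | also added = ATP substrate | times = 10 min post-reagent at room temperature | measured by = luminescence from luciferase reaction | measure = luciferase activation, seen as luminescence increase over controls | benchmarks = low control with PBS replacing ATP, high control enzyme plus ATP without compound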
bIAP inhibitor: blocks bovine intestinal alkaline phosphatase activity; purified bovine IAP, CDP-star luminescence, 30 min; inhibition, % at 20 µM; 190,000 tested, under 10 active; AID 1019;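 active = over 50% inhibition of intestinal alkaline phosphatase at 20 µM in the single-dose screen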
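Assay system – bovine IAP enzyme · Quantity – bovine IAP at 1/65,000,000 final dilution · Detection – CDP-star luminescence signal · Times – 30 min reaction at room temperature · Also added – CDP-star substrate at 30 µM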
RAM network inh: inhibitors of the yeast RAM network. S. cerevisiae dse1pr::URA3 reporter, 5-FOA growth OD615, 2 d; analog-sensitive cbk1-as2 kinase mutant strain. inhibition, % at 50 µM. actives 1.8% (n = 190,000);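 active = inhibition above a set limit, 3 SD over mean compound inhibition, cut at about 8.4% in these data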;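 also: 0% = DMSO-only wells with no growth and 100% = 10 µM 1-NA-PP1 full growth; inhibition rescues growth on 5-FOA so higher OD means more RAM inhibition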
Lmaj promast: Leishmania major promastigote growth inhibition; Leishmania major promastigotes, resazurin fluorescence viability; inhibition, % at 10 µM; actives 9% (n = 200,000); AID 1063; in the data active = inhibition above about 50%;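 also: promastigotes grown with compound for 44 hours at 28 °C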
bIAP activator: increases bovine intestinal alkaline phosphatase activity. purified bovine IAP, CDP-star luminescence, 30 min; hits give high values; fold of DMSO-control signal, blank-subtracted. activation factor at 20 µM. actives 0.17% (n = 200,000);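 active = activation factor of 2 or more at 20 µM, a signal rise over negative controls twice the positive control's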
TNAP inh hiacc: TNAP (human) inhibition, high acceptor; P05186; purified TNAP, CDP-star luminescence, 1 M DEA; inhibition, % at 20 µM; actives 0.03% (n = 200,000);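 active = over 50% inhibition of tissue-nonspecific alkaline phosphatase at 20 µM in the single-dose screen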;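 also: plate controls were DMSO wells for no effect and EDTA-quenched wells as full inhibition for full effect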
An asterisk follows results filed as active; · = not tested or not shown. No enrichment for hits (roughly 13% active in at least one column).

Sample of the layout:
SMILES	FLuc inh counter	TNAP act hi DEA	APP transl inh	TNAP inh noacc	FLuc act counter	bIAP inhibitor	RAM network inh	Lmaj promast	bIAP activator	TNAP inh hiacc
COc1ccc(OC)c(C2C3=C(COC3=O)Nc3cc4c(cc32)OCO4)c1 (stereo not given)	-10	1	95*	-13	1.1	10	2.9	-13	0.9	-5
C/C(=N\NC(=S)Nc1c(C)cccc1C)c1ccc(OC(F)F)cc1	-2	1	17	-7	1	-2	2.2	-5	1	-2
CCCOc1nc2c(c(=O)n(C)c(=O)n2C)n1CCC	1	1	17	-8	1	-1	-0.1	-3	1	-3
COc1ccc(C2CC(c3ccccc3)n3nc(NC(=O)c4cccs4)nc3N2)cc1 (stereo not given)	6	1	8	-6	0.9	-60	2.2	43	1.6	-4
Cc1ccc(-n2c(=O)c3c4c(sc3n(Cc3cc(=O)n5ccccc5n3)c2=O)CCC4)cc1C	-5	1	5	-16	1.1	16	3.6	74*	0.8	0
CCOC(=O)c1[nH]cnc1C(=O)NC(C)C	-3	1	21	-20	1	·	2.2	2	0.5	-4

The list itself (from the top)
SMILES	FLuc inh counter	TNAP act hi DEA	APP transl inh	TNAP inh noacc	FLuc act counter	bIAP inhibitor	RAM network inh	Lmaj promast	bIAP activator	TNAP inh hiacc
COc1ccc(OC)c(C2C3=C(COC3=O)Nc3cc4c(cc32)OCO4)c1 (stereo not given)	-10	1	95*	-13	1.1	10	2.9	-13	0.9	-5
C/C(=N\NC(=S)Nc1c(C)cccc1C)c1ccc(OC(F)F)cc1	-2	1	17	-7	1	-2	2.2	-5	1	-2
CCCOc1nc2c(c(=O)n(C)c(=O)n2C)n1CCC	1	1	17	-8	1	-1	-0.1	-3	1	-3
COc1ccc(C2CC(c3ccccc3)n3nc(NC(=O)c4cccs4)nc3N2)cc1 (stereo not given)	6	1	8	-6	0.9	-60	2.2	43	1.6	-4
Cc1ccc(-n2c(=O)c3c4c(sc3n(Cc3cc(=O)n5ccccc5n3)c2=O)CCC4)cc1C	-5	1	5	-16	1.1	16	3.6	74*	0.8	0
CCOC(=O)c1[nH]cnc1C(=O)NC(C)C	-3	1	21	-20	1	·	2.2	2	0.5	-4
CC1(C)CC(=O)C(=Cc2cn(-c3ccccc3)nc2-c2ccc(Cl)cc2)C(=O)C1	-2	1	-53	4	1	13	1.2	69*	0.9	-1
CCn1cc(CNC(=S)Nc2cccc3ccccc23)cn1	0	1	3	-8	1	-3	-0.8	23	1	-4
O=C(O)CCN1C(=O)/C(=C/c2cn(-c3ccccc3)nc2-c2cccs2)SC1=S	-7	0.9	9	15	1.1	25	12*	-4	0.8	8
O=C(Nc1ccc2ccccc2c1)c1cn(-c2ccccc2)nc1-c1cccs1	4	1	-10	-18	1	-2	6.3	10	1	-4
COC(=O)Nc1ccc(S(=O)(=O)N2CCCC(C(=O)Nc3cccnc3)C2)cc1 (stereo not given)	-8	1	4	1	1.1	2	1.0	-3	1	-3
CCCCCN(C(=O)NC(=O)Nc1ccccc1OC)S(C)(=O)=O	-7	1.1	1	-6	1.1	9	2.1	-4	0.9	-7
O=C(COc1ccc(C(=O)O)cc1)Nc1cccc(C(F)(F)F)c1	3	1.1	-12	-5	1	3	1.1	-9	1	-8
CC(C)c1cc(C(=O)O)n(-c2ccccc2)n1	-7	1.1	-17	-15	1.1	12	0.9	-6	0.9	-7
CCc1ccccc1NC(=O)CN(C)C(=O)CSc1nnc(Nc2cccc(C)c2C)s1	0	1	-2	-14	1	11	2.8	-4	0.9	-3
O=C1C(=O)N(CCc2c[nH]c3ccccc23)C(c2cccnc2)/C1=C(/O)c1ccccc1 (stereo not given)	-3	1	-11	-6	1	-11	0.2	-11	1.1	0
CC(C)Oc1ccc(/C(O)=C2/C(=O)C(=O)N(CCN(C)C)C2c2cccs2)cc1 (stereo not given)	-4	1	-12	4	1	-1	-1.8	-5	1	0
Cc1nc2ncnn2c(C)c1CCC(=O)NC(C)CCc1ccco1 (stereo not given)	-11	1.1	9	-5	1.1	2	-0.1	-5	1	-6
Cc1nn(CC(=O)NCc2ccc(-n3cccn3)cc2)c(C)c1[N+](=O)[O-]	-6	1.1	-12	-9	1.1	-5	1.5	-2	1.1	-5
COC(=O)COc1ccc(-c2ccccc2)cc1C=O	7	1.1	22	-9	0.9	-3	-1.3	10	1	-5
CCC(NC(=O)NC1=NCCS1)(C(F)(F)F)C(F)(F)F	-10	1.1	-18	-6	1.1	6	0.6	-6	0.9	-8
CCNC(=O)c1sc(=S)n(-c2ccc(C)cc2)c1N	0	1	-5	-16	1	7	0.0	-4	0.9	-4
Cc1cc(C)c(C(=O)Nc2ccc(Br)c(C(F)(F)F)c2)c(C)c1	-7	1.1	-6	-2	1.1	-9	7.0	98*	1.1	-7
O=C(NCCCn1ccnc1)Nc1ccc(Cl)c(Cl)c1	-8	1	-12	3	1.1	-5	-0.5	95*	1.1	-2
Cc1cc(C)c(NC(=O)CS(=O)CC(=O)NCCCc2ccccc2)c(C)c1 (stereo not given)	-9	1	-16	-7	1.1	-5	0.9	-8	1.1	0
CCn1c2ccccc2c2nnc(SCC(=O)NCc3cccs3)nc21	-4	1.1	-2	-15	1	14	7.8	5	0.9	-9
COc1cccc(NS(=O)(=O)c2cn(C)c(=O)n(C)c2=O)c1	-9	1	8	-12	1.1	-409	0.8	-5	5.1*	-5
CCCCOC(=O)Nc1ccc(N(C)C)cc1	48	1	-171	0	0.5	12	0.3	34	0.9	2
CCOC(=O)C(NC(=O)CC)(Nc1ccccc1)C(F)(F)F (stereo not given)	-11	1	-5	-6	1.1	0	1.6	-5	1	-2
CCCCNC(=O)Cn1c(-c2ccc(OC)cc2)noc1=O	-9	1.1	-1	-2	1.1	10	-0.3	-2	0.9	-5
COc1ccc(NC2=Nc3cccc4cccc2c34)cc1OC	-2	0.9	11	25	1	14	1.4	34	0.9	8
CCCC1NC(=O)NC(C)=C1C(=O)OCC (stereo not given)	-2	1	-32	6	1	10	0.8	2	0.9	3
Cc1ccc(C(=O)O)cc1NC(=O)C1CCCN1S(=O)(=O)c1cccc2nsnc12 (stereo not given)	2	1.1	6	4	1	-1	0.5	-9	1	-5
Cn1c(=O)[nH]c(=O)c2c1nc(Br)n2CC(O)COCc1ccccc1 (stereo not given)	-3	1.1	13	-18	1	12	0.5	-1	0.9	-7
CC(=O)CCC(=O)OCC(=O)Nc1ccc(SC(F)F)cc1	-5	1	3	-7	1.1	0	0.6	1	1	-4
O=C(Nc1ccc(S(=O)(=O)NC2=NCCCCC2)cc1)c1ccc(=O)[nH]c1	-5	1.1	-10	4	1	-10	0.6	1	1.1	-6
CCOC(=O)N1CCN(c2cc(=O)n(-c3ccc(Br)cc3)c(=O)[nH]2)CC1	-6	1	-8	-8	1.1	3	0.3	-6	1	-1
Cc1cccc(NC(=S)NCc2ccccn2)c1	-4	1	-15	0	1	6	1.6	-1	0.9	-1
Cc1ccc(NC(=O)c2ccc(F)c(S(=O)(=O)N3CCOCC3)c2)cc1F	-5	1	-15	-16	1	4	3.0	8	1	-4
O=C(CSC(=S)N1CCCCC1)N1N=CCC1c1ccccc1 (stereo not given)	24	0.9	-3	2	0.8	11	-0.3	51*	0.9	6
C=CCOC(=O)/C(=C\c1ccccc1)NC(=O)c1ccc(C)cc1	2	1	-66	-4	1	11	1.7	5	0.9	0
O=C(Nc1cccc(NC(=O)c2ccco2)c1)c1ccc2c(c1)OCCO2	28	1.1	16	-12	0.7	-11	-0.3	51*	1.1	-6
Brc1ccccc1C1=Nn2c(nnc2-c2ccccc2)SC1	-4	1	2	-6	1	19	2.4	-3	0.8	-2
COc1ccc2cc(S(=O)(=O)N3CCN(C)CC3)ccc2c1	-6	1	33	-11	1.1	7	0.8	-4	0.9	-4
Cn1nccc1CNC(=O)c1c(Cl)cnn1C	-6	1	5	-16	1.1	15	0.8	-5	0.8	-2
COc1ccc(-c2cc(-c3n[nH]c(=S)n3-c3cccc4ccccc34)[nH]n2)cc1	-5	1	0	-96	1.1	20	1.4	30	0.8	-2
CCCc1nc2ccc(NC(C)=O)cc2c(=O)n1Cc1ccc(Cl)cc1	-2	1	-105	-10	1	8	0.7	83*	0.9	-2
COc1ccc2c(c1)c1c(n2C(C)=O)C(OC(C)=O)=NCC1	-1	1	-13	-2	1	7	1.8	-2	0.9	-2
COc1ccc(C(=O)N2CCc3cc(OC)c(OC)cc3C2)cc1OC	-2	1	2	-7	1	-3	0.5	0	1	0
Cc1ccccc1CNC1CCCCC1	-5	1	-10	-5	1.1	6	0.3	-8	0.9	-1
Further compounds follow.
SMILES	FLuc inh counter	TNAP act hi DEA	APP transl inh	TNAP inh noacc	FLuc act counter	bIAP inhibitor	RAM network inh	Lmaj promast	bIAP activator	TNAP inh hiacc
Cn1c(SCC(=O)NCc2ccco2)nnc1-c1cccs1	-2	0.9	-6	-3	1	11	0.1	-3	0.9	6
Cn1cc(Cl)c(-c2n[nH]c(=S)n2C2CCCCC2)n1	-1	1	-2	8	1	3	-0.7	1	1	1
CCSc1cc(N2CCCC2)nc(-c2ccccc2)n1	-8	1.1	4	-4	1.1	4	0.0	6	1	-6
c1ccc(-c2noc(CN3CCN(c4cnccn4)CC3)n2)cc1	-3	1	-9	-6	1	-4	0.0	3	1	-3
CC(CN1CCCCCC1)C(=O)NN (stereo not given)	1	1	-6	-13	1	-17	2.4	5	1.2	-1
CCCOC(=O)c1ccc(NC(=O)C(=O)NCCN(CC)CC)cc1	-1	1	11	-2	1	-9	0.2	5	1.1	-5
N#CC1=C(SCc2ccccc2)NC(=O)CC1c1cccc(O)c1 (stereo not given)	-1	1	-4	-6	1	5	-0.4	62*	0.9	1
O=C(CNC(=O)c1ccccc1)OCc1nnc(-c2ccc(Cl)cc2)o1	-5	1	-9	-4	1.1	1	0.8	-7	1	-4
C=CCn1c(SCC(=O)NC(=O)c2cccn2C)nc2ccccc2c1=O	-4	1	1	-5	1	2	4.1	-5	1	-2
COc1ccc(C/C(C)=N/NC(=S)Nc2ccccc2F)cc1	14	1	-176	3	0.9	14	-0.7	-10	0.9	-1
O=Cc1cn(-c2ccccc2)nc1-c1cc2cc(O)ccc2oc1=O	-6	1.1	0	-12	1.1	12	2.5	22	0.9	-11
CCC(C)[C@H](NC(=O)NCc1ccc(Cl)cc1)C(=O)OC (stereo not given in full)	-3	1.1	3	-8	1	7	-0.5	4	0.9	-6
C=CCNC(=O)CN1C2CCCC1CC(NC(=O)c1ccccc1C)C2 (stereo not given)	-2	1	-8	-7	1	-6	-0.6	-2	1.1	-1
CC(C)(C)C(=O)COC(=O)c1ccc(N)c([N+](=O)[O-])c1	-1	1	4	-6	1	-1	0.0	2	1	0
CC(=O)c1cccc(S(=O)(=O)NC2CC2)c1	2	1	-9	42	1	-1	0.0	-8	1	-1
Cn1c(SCC(=O)NCc2ccc3c(c2)OCO3)nnc1-c1cc2ccccc2cc1O	-9	1	-12	2	1.1	-1	1.9	-7	1	-4
